MmCpn inh: blocks the Methanococcus maripaludis chaperonin Mm-Cpn; AID 504842; Potency, µM (highest dose often 76.9 µM), for inactives: at the highest dose activity, negative = inhibition, hits mostly inhibitors; purified Mm-Cpn ATPase, ADP Transcreener TR-FRET; 330,000 tested, 0.031% active; further: potency means the concentration at half of the fitted maximal effect; on the % scale 0 is the no-effect control and ±100 the full control effect; nearly all actives have a fitted effect of over 80% in size
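Purified archaeal chaperonin (25 nM final) was preincubated with compound for 10 min at 37°C, then ATP (10 uM final) was added for 30 min at 37°C in Tris pH 7.4/KCl/MgCl2/DTT buffer. ADP was quantified by HTRF Transcreener TR-FRET.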
Nrf2 inh: Nrf2 pathway inhibition | A549 ARE-Fluc reporter, luciferase luminescence, 18-24 h | Potency, µM (series often up to 46 µM), inactives show top-dose activity change, negative = inhibition, hits mostly inhibitors | 360,000 tested, 2.1% active; further: potency means the concentration at half of the fitted maximal effect; on the % scale 0 is the no-effect control and ±100 the full control effect; nearly all actives have a fitted effect of over 60% in size
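Reporter: ARE-Fluc in A549. Exposure: 18-24 h, 37 °C, 5% CO2, 5% FBS OPTI-MEM. Readouts: fluorescent cytotoxicity (CellTiter-Fluor), then luminescent Nrf2 signal after BugLite.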
Abeta rescue: A-beta toxicity reversal in yeast; yeast expressing A-beta42, growth rescue, OD600, 48 h; response scale: 0% DMSO, 100% iron-clioquinol control; Potency, µM (series often up to 46.1 µM), for inactives: at the top dose growth rescue, actives largely listed as activators; 410,000 tested, 0.063% active; further: potency means the concentration at half of the fitted maximal effect; nearly all actives have a fitted effect of over 55% in size
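Yeast growth medium received pinned compounds, then yeast cells expressing toxic A-beta were added; plates incubated at 30 C for 48 hr. Growth read as absorbance at 600 nm, normalized to DMSO and equimolar FeCl3 plus clioquinol controls.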
pAkt inh: blocks phosphorylation of Akt; 360,000 tested, 0.32% active; AID 651550; activity change, % for hits at 50 µM; Neuro2A IGF-stimulated pAkt S473 HTRF, 20 min; active compounds read low; in the data active means activity change below about -80%; inconclusive means mostly about -51% to -80%; further: on the % scale 0 is the no-effect control and ±100 the full control effect
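Single-point screen (50 µM final compound) in Neuro2A cells stimulated 20 min with 6 nM IGF at 37 deg C. After lysis, Ser473-phosphorylated Akt read by HTRF (ex 330 nm, em 615/665 nm) as the 665/615 ratio.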
A549 tox: counter-screen for Nrf2 inhibitors: cytotoxicity in A549 cells; A549 ARE-Fluc cells, CellTiter-Fluor viability, 18-24 h; Potency, µM (titrated, usually from 46 µM), for the others: at the top dose activity change, negative = cytotoxicity, actives largely listed as inhibitors; 390,000 tested, 0.16% active; AID 504648; further: potency means the concentration at half of the fitted maximal effect; on the % scale 0 is the no-effect control and ±100 the full control effect
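A549 ARE_Fluc cells in 5% FBS OPTI-MEM were exposed to compounds in concentration-response for 18-24 h at 37 deg C. Viability was read by CellTiter-Fluor fluorescence (Ex 405/Em 525) after 30 min, before the luciferase read.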
CCT chaperon mod: changes cytosolic chaperonin activity; purified chaperonin ATPase assay, HTRF ADP detection, 30 min; activity change, % (concentration not given with the values), hits read low; 360,000 tested, 0.3% active; AID 651819; in the data active means activity change below about -30%; further: on the % scale 0 is the no-effect control and ±100 the full control effect
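First, chaperonin was dispensed at 40 nM or 20 nM final depending on batch activity. Next, compounds were pinned at 76 uM and ATP added at 10 uM. After 30 min at 37 °C, ADP detection reagents ran 30 min at ambient temperature.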
TGFb inhibitor: blocks TGF-b signaling | HepG2 CAGA-GFP TGF-b/SMAD3 reporter, GFP fluorescence, 18 h; TGF-beta stimulated, 500 pg/mL final | 410,000 tested, 1.2% active | AID 588855 | Potency, µM (highest dose often 46.1 µM), for the others: at the top dose activity, negative = inhibition, hits mostly inhibitors; further: potency means the concentration at half of the fitted maximal effect; on the % scale 0 is the no-effect control and ±100 the full control effect; nearly all actives have a fitted effect of over 65% in size
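HEPG2 CAGA-GFP reporter cells (1000/well, DMEM with 1% FBS) received compounds, then recombinant TGF-beta at 500 pg/mL final for 18 hours at 37 degrees C. Per-cell GFP summed per well was normalised to unstimulated and stimulated DMSO controls before curve fitting.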
Nrf2 activator: activators of Nrf2 (ARE) signaling; Potency, µM (titrated, usually from 46.1 µM), inactives show top-dose activation, actives largely listed as activators; AID 624171; AREc32 ARE-luciferase reporter (MCF7-derived line), luminescence, 24 h; 410,000 tested, 0.31% active; further: potency means the concentration at half of the fitted maximal effect; % of control where 0% means no effect; nearly all actives have a fitted effect of over 65% in size
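ARE-driven firefly luciferase activity in AREc32 cells measured after a 24 hr compound exposure at 37 deg C, using Steady-Glo reagent and a 30 min room-temperature hold.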
HepG2 viability: counter-screen for TGF-b inhibitors: cytotoxicity in HepG2 cells; HepG2 CAGA-GFP viability, ATP luminescence, 18 h; Potency, µM (doses to about 46.1 µM), for the others: top-dose activity change, negative = cytotoxicity, hits mostly cytotoxic; 410,000 tested, 0.76% active; AID 588856; further: potency means the concentration at half of the fitted maximal effect; some results filed as inactive show a strong effect at the top dose
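HepG2 CAGA-GFP cells (1000/well, DMEM with 1% FBS) received compound, then TGF-beta at 500 pg/mL final, and were incubated 18 hours at 37 degrees C. Viability was read by CellTiter-Glo luminescence. Media-only wells were set as complete cell-killing and DMSO as no toxicity.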
* marks the source's active call; other numbers are inactive results; i = inactive; ? = inconclusive; · = not tested or not shown; & = joins results of further samples; [ ] = dose if it differs, or a comment. Unless noted, the call rests on the fitted dose curve; in most records, active means well fitted curve in the direction sought with a large enough effect; inconclusive means small, poorly fitted or top-dose-only effect, or another doubt; inactive means no such curve, though single readings can be large; an effect the other way counts as inactive or inconclusive. A portion of the library; count on the stated rates, not on these rows.

Value order: MmCpn inh | Nrf2 inh | Abeta rescue | pAkt inh | A549 tox | CCT chaperon mod | TGFb inhibitor | Nrf2 activator | HepG2 viability
> O=C(c1cccs1)c1cn(Cc2ccccc2Cl)c2ccccc12
  -8% | -17% | 10% | i | -3% | -0.9 | -20% | -0.7% | -4%
> O=C(Nc1ccc2oc(-c3cccnc3)nc2c1)c1ccc(-c2cccc(Cl)c2)o1
  · | ? | -11% | · | 1% | · | ? | 3.8% | 5%
> O=c1[nH]c2ccccc2n1C1CCN(C(c2ccccc2)c2nnnn2Cc2ccccc2)CC1 (configuration not stated)
  · | · | 14% | i | · | 2.1 | ? | -1.2% | -22%
> CCOC(=O)[C@]12Cc3ccsc3[C@H]1N(Cc1ccccc1)C(=O)c1ccccc12
  · | ? | -18% | i | -13% | -2.3 | ? | 0.1% | 3%&11%
> Cc1cc(/C=C2\C(=O)NC(=O)N(Cc3ccccc3)C2=O)c(C)n1-c1ccc(Cl)c(C(=O)O)c1
  -3% | 8% | -1% | i | -3% | 1.2 | -9% | -0.3% | -16%
> O=C(CCCn1c(=O)[nH]c2cc(Cl)ccc2c1=O)N1CCC2(CC1)OCCO2
  2% | 0% | -3% | i | 0% | -4.9 | 14% | 2.7% | -10%
> COC(=O)C1=C(c2cc3ccccc3o2)C[C@@H]2CC[C@H]1N2C(=O)N1CCCCC1
  · | ? | -9% | i | 0% | -1.6 | ? | -1.2% | -33%
> O=C(OCC(=O)N1CCCCC1)c1cc(S(=O)(=O)N2CCOCC2)c(Cl)cc1Cl
  -1% | ? | -5% | i | -1% | -2.4 | -1% | -0.2% | -3%
> CCOC(=O)CNC(=O)N1Cc2cc(-c3ccccc3)ccc2-n2nncc2C1
  · | · | 2% | i | · | -2.4 | -2% | -0.7% | -1%
> CC(C)(C)c1ccc(C(=O)NC(=S)Nn2cnnc2)cc1
  1% | ? | 7% | i | -6% | -3.5 | 9% | 0.2% | -2%

Looked up by compound from the list above (3):
Value order: MmCpn inh | Nrf2 inh | Abeta rescue | pAkt inh | A549 tox | CCT chaperon mod | TGFb inhibitor | Nrf2 activator | HepG2 viability
> CCOC(=O)[C@]12Cc3ccsc3[C@H]1N(Cc1ccccc1)C(=O)c1ccccc12
  · | ? | -18% | i | -13% | -2.3 | ? | 0.1% | 3%&11%
> CC(C)(C)c1ccc(C(=O)NC(=S)Nn2cnnc2)cc1
  1% | ? | 7% | i | -6% | -3.5 | 9% | 0.2% | -2%
> COC(=O)C1=C(c2cc3ccccc3o2)C[C@@H]2CC[C@H]1N2C(=O)N1CCCCC1
  · | ? | -9% | i | 0% | -1.6 | ? | -1.2% | -33%

Other structures
Value order: MmCpn inh | Nrf2 inh | Abeta rescue | pAkt inh | A549 tox | CCT chaperon mod | TGFb inhibitor | Nrf2 activator | HepG2 viability
> C=CCn1c(O)c(C(CC)=NCCN2CCN(C(=S)NC)CC2)c(=O)[nH]c1=O
  -5% | 1% | -1% | i | 0% | 1.2 | 13% | 5.5% | -2%
> CCN(CC)P(=O)(Nc1ccc([N+](=O)[O-])cc1)c1c(C)nn(CCC#N)c1NC(=O)c1ccc(Cl)cc1Cl (configuration not stated)
  0% | ? | -14% | i | -8% | -1.7 | ? | 2.1% | -20%
> CCCNC(=O)c1c(N)n(Cc2ccco2)c2nc3ccccc3nc12
  -3% | -10% | 4% | i | 7% | -2.1 | -12% | 9.0% | -28%
> CCCCC/C(=N\O)c1c[nH]c2ccccc12
  -7% | 9% | -41% | i | -5% | -1.0 | ? | 3.8% | -30%
> COc1ccccc1N1CCN(Cc2cnc(-c3ccccc3)[nH]2)CC1
  1% | 1% | 5% | i | -4% | -1.5 | 8% | 0.2% | -12%
> CC(C)n1c(=O)c(C=Nc2cccc([N+](=O)[O-])c2)c(O)n(CCc2ccccc2)c1=O
  -8% | -16% | 0% | i | -19% | 0.1 | 12% | 11µM* | -27%
> O=c1[nH]c2ccccc2n1C1CCN(C(CCc2ccccc2)c2nnnn2-c2ccc3c(c2)OCCO3)CC1 (configuration not stated)
  · | · | -3% | i | · | -1.9 | ? | -1.8% | -18%
> Cc1ccc(-c2cc(-c3ccccc3)cc(-c3ccccc3)[n+]2-c2ccccc2)cc1
  0% | 18µM* | -19% | i | ? | -2.0 | 5.6µM* | -2.6% | -65%
> CCN(CC)c1ccc(N=Cc2c(O)[nH]c(=O)[nH]c2=O)cc1
  -12% | 1% | -23% | i | -1% | -2.0 | 8% | ? | 1%
> CN(C)c1ccc([N+](=O)[O-])c([N+](=O)[O-])c1
  · | -20% | -18% | i | ? | 1.9 | 8% | 11µM* | -9%
> CN1CCN(c2ncnc3nc[nH]c23)CC1
  ? | -13% | 12% | i | -1% | 0.1 | -2% | -0.3% | -15%
> Cc1cc(C(=O)OC(C)C(=O)Nc2ccccc2)c(C)n1C1CC1 (configuration not stated)
  · | · | -1% | i | · | -0.7 | -9% | -1.4% | -1%
> CCCCCOc1ccccc1Cn1c(=O)oc2ccc(C)cc21
  · | ? | -9% | · | 11% | · | -2% | 0.5% | -37%
> Cc1ccc(N2CC(C(=O)Nc3nnc(SCC(=O)Nc4cc(C)on4)s3)CC2=O)cc1 (configuration not stated)
  1% | -2% | 6% | i | 4% | -2.0 | ? | 0.1% | 9%
> CCOC(=O)C1C(OC(=O)c2ccccc2)CC2CCC1N2C (configuration not stated)
  · | 15% | -25% | i | 6% | -2.0 | 2% | -0.3% | 0%
> COc1ccc2c(c1)c(CCN)c(C)n2Cc1ccccc1
  0% | 8% | 21% | i | ? | -1.6 | ? | 3.2% | -123%
> Cc1ccc(C(=O)NC2CC3CCC(C2)N3)cc1 (configuration not stated)
  1% | 1% | -13% | i | 6% | -0.3 | -14% | -0.5% | -2%
> COc1cc2c(cc1OC)-c1c(OC)c(OC)c(OC)c3ccnc(c13)C2=O
  -7% | 16% | -11% | i | ? | -0.9 | -17% | -1.0% | -32%
> O=C(Nc1ccccc1)N1CC2CC(C1)c1cccc(=O)n1C2 (configuration not stated)
  4% | -2% | -1% | i | 4% | -1.4 | 8% | 0.3% | 7%
> CSC1=NP(=S)(SC)N2CCCC2=C1C#N (configuration not stated)
  1% | -29% | -2% | i | · | -1.3 | 9% | -0.7% | 1%
> N[C@H](CO)Cc1ccccc1
  · | -7% | -12% | i | -4% | -2.1 | 0% | -0.6% | -5%
> COC(=O)C1=C(c2ccc(OCc3ccccc3)cc2)C[C@@H]2CC[C@H]1N2C(=O)NCc1ccccc1OC
  · | · | -3% | i | · | -4.2 | ? | 0.3% | -52%
> N#CC1=C(N)Oc2cc(O)ccc2C1c1ccc2c(c1)OCO2 (configuration not stated)
  1% | 35% | -9% | i | 1% | 1.7 | -1% | 2.4% | -2%
> CCCCCn1c(N)c(C(=O)NCc2cccs2)c2nc3ccccc3nc21
  0% | ? | 6% | i | -28% | -1.5 | -8% | -0.6% | -3%
> CS(=O)(=O)N1Cc2cnnn2-c2ccccc2C1C#N (configuration not stated)
  · | 10% | -4% | i | 8% | 0.6 | 5% | -0.3% | 4%
> COc1ccc(-n2nnnc2C(c2ccccc2)N2CCC3(CC2)C(=O)NCN3c2ccccc2)cc1 (configuration not stated)
  · | · | -5% | i | · | 0.3 | ? | -0.9% | 3%
> O=C(CNC(=O)OCc1ccccc1)NCC(=O)Nc1ccc(Br)cc1C(=O)c1ccccc1
  0% | 3% | 6% | i | 0% | -0.7 | 1% | -0.5% | -1%
> COc1ccc(-[n+]2c(-c3ccccc3)cc(-c3ccccc3)cc2-c2ccccc2)cc1
  1% | ? | 1% | i | ? | 1.2 | ? | -0.5% | -36%
> O=C(c1ccc2c(c1)N(Cc1ccc(F)cc1)CCS2)N1CCC2(CC1)OCCO2
  -10% | ? | -1% | i | 1% | -1.5 | ? | 0.3% | -10%
> NC(C(=O)O)c1cc(=O)[nH]o1 (configuration not stated)
  0% | 3% | -11% | i | 7% | 1.4 | 8% | -0.5% | -27%
> O=[N+]([O-])c1ccc(N2CCCC2)c(F)c1Br
  5% | 0% | -30% | i | -16% | -0.7 | -15% | 3.8% | 1%
> CC(=O)Cc1ccc(OC(C)C)cc1
  4% | 3% | -2% | i | 3% | -4.2 | 2% | -0.6% | 12%
> COc1ccc(S(=O)(=O)NC(CC(=O)N2CCC3(CC2)OCCO3)c2ccco2)cc1 (configuration not stated)
  1% | · | -2% | i | 0% | -0.6 | 11% | -0.1% | -36%
> CC(C)c1ccc(N2C(=O)NC(=O)/C(=C\C=C\c3ccco3)C2=O)cc1
  0% | ? | -2% | i | ? | -0.4 | 10µM* | 5.0%[9.22 µM] | 1%
> COC(=O)C1=C(c2ccc(S(C)(=O)=O)cc2)C[C@@H]2CC[C@H]1N2C(=O)NCc1ccc(C(F)(F)F)cc1
  · | -21% | -10% | i | 0% | -1.9 | -4% | 2.4% | -1%
> COc1ccc2c(c1OC)CN1CCc3cc4c(cc3C1C2)OCO4 (configuration not stated)
  -1% | -12% | 0% | i | 6% | -1.9 | 0% | -0.1% | -14%
> O=C(c1csc2c1CCCCC2)N1CCC2(CC1)OCCO2
  1% | 10% | -3% | · | -14% | 1.0 | 10% | 0.1% | 0%
> C/C(=N/OC(=O)N(C)C)c1ncc(C(F)(F)F)cc1N1CCOCC1
  1% | -17% | -1% | i | -9% | -1.7 | 8% | -0.3% | 0%

High-throughput results: PubChem BioAssay, National Center for Advancing Translational Sciences (NCATS)
